M1 ag parental – nonselective activator or artifact in parental CHO-K1 cells; Fluo-8 calcium fluorescence; scaled to maximal ATP response, vehicle zero; activation, % at 3 µM; 360,000 tested, 0.48% active; AID 602248; in the data active means activation above about 15%;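 further: untransfected CHO-K1 host cells lacking M1 receptor as counterscreen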
OXTR agonist – activates the human oxytocin receptor; P30559; CHO-OTR cells, Fluo-8 calcium fluorescence; normalized: DMSO 0%, oxytocin 100%; activation, % at 3 µM; 320,000 tested, 0.32% active;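 active means activation above the mean of all tested compounds plus 3 SD, cutoff set per screening run, cut at about 20% in these data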;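 further: peak over basal fluorescence ratio from a 100 s FLIPR kinetic read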
Target sequence (P30559 whole entry, looked up): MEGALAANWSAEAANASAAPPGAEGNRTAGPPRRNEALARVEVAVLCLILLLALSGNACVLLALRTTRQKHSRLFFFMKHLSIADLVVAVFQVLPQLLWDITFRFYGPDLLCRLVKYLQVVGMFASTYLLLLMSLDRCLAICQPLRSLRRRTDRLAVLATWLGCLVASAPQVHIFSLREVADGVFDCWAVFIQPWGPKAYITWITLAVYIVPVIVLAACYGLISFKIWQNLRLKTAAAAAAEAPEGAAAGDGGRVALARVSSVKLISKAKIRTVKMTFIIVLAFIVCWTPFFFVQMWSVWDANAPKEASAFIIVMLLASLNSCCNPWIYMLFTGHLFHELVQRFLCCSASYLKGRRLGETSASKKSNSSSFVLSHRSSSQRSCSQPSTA
CHO parental Ca – counter-screen: ATP calcium response change in parental CHO cells | parental CHO-K1, ATP-induced calcium, Fluo-8 fluorescence | inhibition, % at 5.6 µM | 330,000 tested, 0.63% active;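 active means inhibition above that plate's mean sample inhibition plus 3 SD, cut at about 26% in these data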;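 further: 0% = ATP-challenged DMSO wells and 100% = DMSO wells without ATP; some compounds past the cut are filed as inactive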
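Assay system: parental CHO cells; Read-out basis: percent inhibition of ATP-evoked calcium rise, normalized to controls; Benchmarks: ATP and no-ATP DMSO wells; Compound dosing: single nominal dose of 5.6 µM per compound; Signal: Fluo-8 calcium dye fluorescence; Also added: ATP as calcium-mobilizing challenge; Repeats: singlicate.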
V1R ag counter – counter-screen for oxytocin receptor agonists: human V1a receptor agonists. activation, % at 3 µM. AID 2797. P37288. CHO-V1R cells, Fluo-8 calcium fluorescence, agonist mode; 0% DMSO, 100% 3 nM vasopressin. 320,000 tested, 0.25% active;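 active means activation above the mean activation of all tested compounds plus 3 SD, per screening run, cut at about 20% in these data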;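 further: signal is peak over basal fluorescence ratio across a 100 second FLIPR read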
CHO-K1 Ca antag – counter-screen for M1 antagonists: effect in parental CHO-K1 cells; ATP-induced calcium, Fluo-8 fluorescence; inhibition, % at 3 µM; 360,000 tested, 0.6% active;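 active means inhibition above a per-plate cutoff, the plate's mean sample inhibition plus 3 SD, cut at about 24% in these data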;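 further: 0% = DMSO plus EC80 ATP and 100% = DMSO alone without ATP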
GPR7 antagonist – antagonists of human GPR7 (neuropeptides B/W receptor 1). GPR7-expressing cells, fluorescence antagonist assay. 290,000 tested, 1.1% active. inhibition, % at 4.4 µM; in the data active means inhibition above about 16%, passing the limit was not always enough;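 further: cells stimulated with the agonist NPW; 0% = agonist with vehicle and 100% = vehicle without agonist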
OXTR potentiate – human OXTR potentiation; CHO-OTR cells, Fluo-8 calcium fluorescence, potentiator mode; 0% = oxytocin EC15, 100% = EC100; activation, % at 3 µM; 320,000 tested, 0.061% active;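 active means activation above that plate's cutoff, the mean activation of tested compounds plus 3 SD, cut at about 6.6% in these data, passing the limit was not always enough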;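 further: 100% uses oxytocin at 75 nM as the full agonist control; some results filed as inactive read as strong as hits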
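Dosing: Single dose, 3.0 µM nominal final compound concentration | Material: Human OTR in CHO cells | Technique: Kinetic Fluo-8 calcium fluorescence | Benchmarks: EC15 oxytocin alone as 0%, 75 nM oxytocin as 100% | Probe or stimulus: Oxytocin at about EC15, sub-maximal agonist stimulus | Incubation: Compound 6 min at room temperature before oxytocin, 100 s read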
TAAR1 antag – human TAAR1 antagonism; Q96RJ0; CHO RD-HGA16 TAAR1, Fluo-8 calcium fluorescence, antagonist; inhibition, % at 3 µM; 360,000 tested, 1.5% active; AID 624466;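 active means inhibition above a per-plate cutoff, the mean inhibition of test compounds on that plate plus 3 SD, cut at about 49% in these data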;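 further: 0% = DMSO plus EC80 beta-PEA response and 100% = DMSO alone without agonist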
Target sequence (Q96RJ0 whole entry, looked up): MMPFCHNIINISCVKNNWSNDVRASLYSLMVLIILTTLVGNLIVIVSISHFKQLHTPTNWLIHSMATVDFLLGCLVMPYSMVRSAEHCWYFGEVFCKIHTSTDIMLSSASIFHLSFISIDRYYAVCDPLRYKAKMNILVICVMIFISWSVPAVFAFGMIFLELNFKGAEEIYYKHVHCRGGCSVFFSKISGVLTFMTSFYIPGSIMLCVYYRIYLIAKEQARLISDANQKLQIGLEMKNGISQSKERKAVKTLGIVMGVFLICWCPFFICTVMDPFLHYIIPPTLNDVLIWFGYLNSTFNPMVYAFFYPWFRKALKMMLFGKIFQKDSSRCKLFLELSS
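System: CHO RD-HGA16 cells bearing hTAAR1. Reagent: EC80 β-phenethylamine stimulus. Schedule: seeding 17-24 h prior, 75-min 37 °C, 30-min RT dye loading. Signal: Fluo-8 intracellular calcium dye fluorescence, real-time kinetic reads. Read-out: % inhibition from peak post-agonist over basal fluorescence ratio. Benchmarks: vehicle wells and EC80 agonist wells. Replicates: n of 1.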
CHO-K1 Ca PAM – M1 PAM counterscreen hit in parental CHO-K1 cells; activation, % at 3 µM; ATP EC20, Fluo-8 calcium fluorescence; 0% at ATP EC20, 100% at ATP max; 360,000 tested, 0.02% active; AID 602247;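 active means activation above the run cutoff, the mean activation of all test compounds plus 3 SD, cut at about 40% in these data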;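 further: peak over basal fluorescence ratio in a 140 s read after ATP addition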
The depositor's hits bear a star; nt = not tested or not shown; & = joins results of further samples.

Below each SMILES – OXTR potentiate, V1R ag counter, GPR7 antagonist, TAAR1 antag, OXTR agonist, CHO-K1 Ca PAM, CHO-K1 Ca antag, M1 ag parental, CHO parental Ca
- Nc1nc2ccccc2n1C(=O)c1ccc(F)cc1
    0, 1.2, -6, 10, 0.2, 10, 0, 1.1, 2
- Nc1o[nH]c(=O)c1C1CCCCC1
    nt, nt, nt, -9, nt, 18, -9, 2.1, nt
- Cc1cc(NC(=O)CSc2nnc(-c3ccc([N+](=O)[O-])cc3)o2)no1
    -1, 0.0, -14, -12, -0.6, -9, -1, 0.8, 5
- C/C(CCc1ccccc1)=N/NC(=O)C(=O)NC(C)c1ccccc1 (stereo unspecified)
    -12, -1.0, -5, 14, -2.5, 10, -14, -0.2, -21
- COC(=O)c1cc(C#N)c(Oc2ccccc2)nc1C
    -7, -1.6, 1, 1, -2.4, 15, -20, -0.1, -3
- O=C(Nn1c(-c2ccncc2)nc2ccccc2c1=O)c1ccccc1Br
    -3, -0.4, 4, 4, -1.3, -1, 7, 4.6, 1
- CC(=O)c1ccc(NC(=O)C(C)OC(=O)c2ccc(NS(=O)(=O)c3ccc(F)c(F)c3)cc2)cc1 (stereo unspecified)
    -14, 4.4, 0, 12, 2.0, 11, -5, 4.1, -7
- Cc1ccc(NCc2nnc(SCC(=O)Nc3ccccc3)n2CC2CCCO2)c(C)c1 (stereo unspecified)
    -19, 0.2, -10, -8, -2.5, 20, -22, 0.7, 10
- COC(=O)CCc1sc(Nc2ccc(Br)cc2)nc1-c1ccc(OC)cc1
    -6, 0.2, -6, 5, -0.5, 17, -2, -0.7, -36
- COc1ccc(C(=O)NCCc2nnc(SCC(=O)Nc3ccccc3C(C)C)n2C)cc1
    1, -0.1, 8, -2, -0.1, 24, -10, 0.4, -10
- CCOC(=O)C1CCCN(CC(=O)c2c[nH]c3ccc(C)cc23)C1 (stereo unspecified)
    -1, 1.2, -4, -4, 1.2, nt, nt, nt, -19
- COC(=O)c1ccccc1C(=O)N1CCC(CCC(=O)NC2CC2)CC1
    -1, -0.6, -7, -13, -0.1, -13, -1, 0.0, -2
- O=C(Cn1c(NCCO)nc2ccccc21)c1ccc([N+](=O)[O-])cc1
    -2, 0.4, -1, -3, 0.0, 8, -14, 0.1, -12
- CC1CCCCC12NC(=O)N(CC(=O)c1ccc3c(c1)OCO3)C2=O (stereo unspecified)
    2, -0.4, nt, -37, -0.6, -20, 32*, 0.5, -6
- COc1ccc(CNC(=O)OCCN2CCN(Cc3ccccc3)CCC2=O)cc1
    -4, 0.1, -2, 3, -0.5, 2, -2, 0.4, -24
- Nn1cnc2scc(-c3cccs3)c2c1=O
    -8, 0.3, -3, 10, 1.7, 19, -9, 0.5, -11
- Cc1cc(C)nc(N2CCCC(C(=O)NCCc3cccc(F)c3)C2)n1 (stereo unspecified)
    -3, -0.9, -12, nt, -1.9, 22, -16, 0.4, -19
- COc1ccc(C2OC(=O)C(C)(C)C(=O)C2(C)C)cc1OC (stereo unspecified)
    3, -0.9, -22, 1, 0.2, -19, 7, 0.4, -12
- CC1(C)Cc2c(cnn2-c2ccc(F)cc2)C(NC(=O)Cn2cncn2)C1 (stereo unspecified)
    -8, 0.2, -14, -8, 0.3, 15, -7, 1.1, -4
- c1cncc(-c2noc(-c3cccc4ccccc34)n2)c1
    -5, -0.8, -9, -28, -1.0, 25, -15, 0.9, -19
- O=C1NC(=O)N(c2ccccc2)C1=O
    -5, 0.8, -4, -21, 0.1, 22, -15, 1.2, -4
- CC(NC(=O)c1ccccc1Br)c1ccc2c(c1)CCCC2 (stereo unspecified)
    -8, -1.7, 7, 14, -2.8, -6, -32, 0.4, -16
- COC(CNC(=O)C(=O)NCC1CCCN1S(=O)(=O)c1cccs1)OC (stereo unspecified)
    -5, 0.1, nt, -12, 0.9, 10, -3, 0.2, 6
- CCOc1cc(S(=O)(=O)N(CC)CC)ccc1Cl
    -7, -0.9, -2, 5, -1.1, 19, -1, 0.2, -17
- CC(=O)c1cccc(NC(=O)C2CCCN2S(=O)(=O)c2ccccc2C(F)(F)F)c1 (stereo unspecified)
    nt, nt, nt, -27, nt, 8, -9, 0.6, nt
- COC(=O)c1ccc(NC(=O)CN2CCN(CC#N)CC2)cc1
    4, -0.3, 6, -18, 0.8, 0, -13, 1.0, -5
- CC(C)c1cc(C(=O)O)c2ccccc2n1
    -4, -0.2, -8, -3, -0.6, 10, -22, 0.9, -6
- O=C(Nc1ccc2nc(-c3cccs3)[nH]c2c1)c1cccs1
    -8, 4.8, -8, 25, 6.2, 11, 5, 2.4, -4
- COC(=O)c1ccc(N2C(=O)CC(N3CCN(C(=O)c4ccco4)CC3)C2=O)cc1 (stereo unspecified)
    -2, 0.3, -4, -8, -0.1, 3, 0, 0.2, -2
- O=C(CCCn1c(=O)c2ccccc2n(CC(=O)N2CCN(c3ccccc3)CC2)c1=O)NCc1ccco1
    -2, 0.5, -5, -15, -0.1, 12, -13, 2.4, -14
- CCOC(=O)c1ccc(NC(=S)N(CCN(C)C)C(C)c2ccncc2)cc1 (stereo unspecified)
    -10, 2.5, -5, -16, 0.0, 25, -16, 1.3, -7
- CS(=O)(=O)N(CC(=O)Nc1ccccc1F)C1CCCCC1
    -12, 0.5, -2, -4, -0.6, 14, -7, 0.8, -8
- O=C(NC1CCN(Cc2ccccc2)CC1)c1[nH]c(C(F)(F)F)nc1-c1ccccc1
    nt, nt, nt, 0&8, nt, 14&1, -17&-7, 0.4&-0.1, nt
- O=[N+]([O-])c1ccc(/C=C2\CCC(C3=CCCC3)=C2N2CCOCC2)cc1
    0, -0.3, -2, 14, 0.4, -6, 6, 0.5, -3
- Cc1ccc(S(=O)(=O)NNC(=O)C2CC=CCC2C(=O)O)cc1 (stereo unspecified)
    -6, -0.2, 4, 0, 0.6, 18, -7, 0.3, 0
- COc1cc(OC)c(OC)cc1CN1CCN(c2ccccc2OC)CC1
    -3, 1.2, -16, -20, -0.2, 9, -15, 0.2, -22
- Brc1ccccc1OCCN1CCCC1
    -3, 9.0, nt, 5, -0.4, 16, -14, 1.0, -8
- O=C(NC1CCSC1)c1cccc(Cl)c1 (stereo unspecified)
    2, 0.9, 9, -20, -1.0, 11, -9, 0.3, 2
- COc1ccccc1N1CCN(C(=O)CCCC2=NS(=O)(=O)c3ccccc3N2)CC1
    -4, 0.5, -7, 22, 0.2, -2, 1, 2.3, -1
- Cc1ccc(NC(=O)CCS(=O)(=O)c2ccccc2)cc1S(=O)(=O)N1CCOCC1
    11*, 1.2, -6, -13, 2.3, 12, -13, 2.8, -2

Pulled by structure from the list above (2):
Below each SMILES – OXTR potentiate, V1R ag counter, GPR7 antagonist, TAAR1 antag, OXTR agonist, CHO-K1 Ca PAM, CHO-K1 Ca antag, M1 ag parental, CHO parental Ca
- O=C(NC1CCN(Cc2ccccc2)CC1)c1[nH]c(C(F)(F)F)nc1-c1ccccc1
    nt, nt, nt, 0&8, nt, 14&1, -17&-7, 0.4&-0.1, nt
- O=C(NC1CCSC1)c1cccc(Cl)c1 (stereo unspecified)
    2, 0.9, 9, -20, -1.0, 11, -9, 0.3, 2

Next records.
Below each SMILES – OXTR potentiate, V1R ag counter, GPR7 antagonist, TAAR1 antag, OXTR agonist, CHO-K1 Ca PAM, CHO-K1 Ca antag, M1 ag parental, CHO parental Ca
- O=C(COc1ccccc1[N+](=O)[O-])N(Cc1ccco1)C1CCS(=O)(=O)C1 (stereo unspecified)
    -2, 0.0, -6, -27, -0.2, 9, -11, 0.5, -12
- O=C(O)c1cccc2c1C(=O)c1cc([N+](=O)[O-])cc([N+](=O)[O-])c1-2
    nt, nt, nt, -18, nt, -12, 5, 0.1, nt
- CCOCCCNC(=O)CN1C(=O)COc2ccc(S(=O)(=O)N3CCC(C)CC3)cc21
    -4, -0.3, 0, nt, -0.1, 7, -18, -0.3, -20
- Cc1ccc2oc(-c3ccco3)nc2c1
    2, 0.1, -2, -5, -0.4, 20, -22, 0.2, 1
- COc1ccc(C)cc1S(=O)(=O)N1CCN(C(=O)c2ncoc2-c2ccc(C)cc2)CC1
    -18, 2.2, 2, 4, -2.1, -14, -11, 2.0, -11
- CCN(CC)CCN(C(=O)c1ccc2ccccc2c1)c1nc2ccc(OC)cc2s1
    -14, 0.2, -5, -16, -0.7, -4, -11, 0.1, -6
- O=C(CN1C(=O)NC2(CCOc3ccccc32)C1=O)Nc1ccc(Br)cc1F (stereo unspecified)
    -8, 2.7, nt, 8, 4.3, 6, 3, 5.1, -10
- CCOCCCNS(=O)(=O)c1ccc2c(c1)CCN2C(C)=O
    -6, 3.9, -13, 5, 3.6, 11, -6, 1.8, -4
- Cc1cn(C2OC[C@@H](O)[C@@H]2CO)c(=O)[nH]c1=O (stereo partly specified)
    -15, 1.1, -7, -1, 0.7, -9, -11, 0.9, 1
- Cc1ccc(S(=O)(=O)/C(C#N)=C/c2c(Oc3ccc(Cl)cc3)nc3c(C)cccn3c2=O)cc1
    -3, 0.2, -8, nt, 1.2, nt, nt, nt, -10
- C=CCNC(=O)C(=O)NN=C1CCN(C)CC1
    3, 0.1, -11, 0, -1.3, -14, 0, -0.9, -12
- CCOC(=O)C1(CC2CCCCO2)CCN(C(=O)Nc2ccccc2)CC1 (stereo unspecified)
    -7, -0.1, 9, 18, -0.5, 14, 3, 1.1, -7
- O=C(Nc1ccc(N2CCOCC2)cc1)c1ccc([N+](=O)[O-])cc1
    -6, 0.2, -1, 12, 0.5, 22, -4, 1.1, -3
- CCN(CC)c1nc(C#N)cc(-c2ccc(OC)cc2)n1
    -8, 1.3, -5, -7, -0.4, 15, -5, 0.2, -15
- c1ccc(CSc2ccc3nnc(-c4ccccn4)n3n2)cc1
    3, 1.0, -1, -6, 0.0, 9, -1, 2.4, -9

Compound activity: PubChem, The Scripps Research Institute Molecular Screening Center
